HEK293 NOD2/NF-kB: NOD2 signaling inhibitors, cell-based, luminescence, uHTS, HEK293 (AID 1566). inhibition, % at 4 µM; hits with a dose series show EC50 in µM. 0.63% of 290,000 active. HEK293 NOD2/NF-kB luciferase reporter, luminescence; higher % means a stronger effect; in the data active = inhibition above about 50%; also: many of its hits are not listed in these tables
Hep lipid drop: hepatic lipid droplet formation modulation; AML12 mouse hepatocytes, oleate lipid droplets, BODIPY imaging; inhibition, % at 6.5 µM; 0.4% of 240,000 active;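 active = lipid droplet intensity inhibited by at least 50%, with more than 500 cells counted; inconclusive = wells with under 300 cells, treated as cytotoxic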
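Assay system: AML12 hepatocytes (mouse); Probe or stimulus: oleic acid at 100 µM to induce lipid droplet formation; Dosing: compound at 6.5 µM only; Schedule: compound with oleate, overnight; Detection: fluorescence imaging, 20x objective, two fields per well; Measure: % inhibition of lipid droplet signal.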
Hep lipid drop cells 6.5 µM: second read-out of Hep lipid drop, no call of its own (marks repeat the call); cell count; measured here: cell count, cytotoxicity flag;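 cells counted across two imaged fields per well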
* = called active by the depositor; ? = inconclusive; . = not tested or not shown. Not all compounds are listed. The share of hits here may be higher or lower than overall.

SMILES	HEK293 NOD2/NF-kB	Hep lipid drop	Hep lipid drop cells 6.5 µM
COc1ccccc1Nc1nn2c(=O)c3ccc(C(=O)N4CCCCC4)cc3nc2s1	43.3%	-20.9	350
COc1ccc(C(=O)N2CCCC(O)C2)cc1OC1CCN(C(C)C)CC1 (configuration not stated)	-2.2%	-6.4	663
COc1ccc(C)cc1S(=O)(=O)N(C)CC(=O)N1CCCC1	10.8%	-8.6	755
O=C(Nc1cccc(C(=O)Nc2ccc(F)cc2F)c1)c1ccccc1	12.0%	-2.7	789
Cc1cc(C)c(OCC(=O)OC(C)C(=O)NC2CC2)c(C)c1 (configuration not stated)	10.6%	-2.2	815
COc1ccc(OC)c(/C(C)=N\NC(=O)c2cc3cc(Cl)ccc3n2C)c1	-13.7%	-0.2	890
Cc1ccc(C)c(N2CCN(C(=O)C3CCC3)CC2)c1	3.3%	-0.6	810
COc1ccc(C(=O)NC(C)Cn2nc(C)cc2C)cc1OC1CCN(C(C)=O)CC1 (configuration not stated)	-2.8%	-7.3	637
O=C(N/N=C/c1coc2ccccc2c1=O)c1cc(Br)ccc1O	-18.8%	4.0	816
COc1ccc(C(=O)NCC(=O)N2CCN(C(=O)c3ccco3)CC2)cc1	-4.5%	30.8	800
Cc1cc(SCc2ccc(Cl)c(Cl)c2)nc(=O)[nH]1	-3.1%	15.1	687
N#C/C(=C\C=C\c1ccccc1)C(=O)N1CCCC1	35.9%	2.5	824
Cc1ccc2cc3cc(C(=O)NCCCN4CCCC4=O)oc3nc2c1	1.7%	6.2	673
COc1cccc(-c2c(C(=O)N/N=C(\C)c3cccnc3)nnn2-c2nonc2N)c1	15.5%	-11.4	741
Nc1ccc(-c2nc3ccccc3o2)cc1	-0.2%	2.7	832
OCC[C@@H]1C[C@H](O)[C@@H](O)[C@]2(Cc3ccccc3CO2)O1	-8.1%	1.2	790
COc1ccc(NC(=O)CN(C)CC(=O)Nc2cccc(C(C)=O)c2)cc1	-3.3%	-2.3	804
Cc1ccccc1S(=O)(=O)Cc1ccc(C(=O)NCCN(C)Cc2ccccc2)o1	-12.4%	-0.4	734
Cc1ccc(C(=O)Nc2c3c(nn2C(C)(C)C)CS(=O)(=O)C3)cc1[N+](=O)[O-]	-3.1%	6.4	785
Cc1ncc(CN2CCCC(C(=O)Nc3ccc(-c4ccco4)cc3)C2)n1C (configuration not stated)	16.1%	1.2	696
COc1ccc(NC(=O)Cn2cc(C(=O)C3CC3)c3ccccc32)cc1	-3.9%	-6.1	768
NS(=O)(=O)c1ccc(CCNC(=O)CCCn2ncn3c(cc4occc43)c2=O)cc1	3.5%	9.0	706
Cc1cc(C)cc(N(CC(=O)NC2CCCC2)C(=O)CCC(=O)Nc2nc(C)cs2)c1	23.6%	18.7	868
O=C(/C=C/c1cccnc1)c1ccc(F)c(F)c1	-40.0%	-10.5	789
CC(=O)c1cccc(CN2CCC(C(=O)Nc3ccc(-c4cccc(C)c4)cc3)CC2)c1	49.6%	-2.0	761
CC(=O)COc1ccc2c(-c3ccccc3)cc(=O)oc2c1C	3.6%	-2.2	770
COc1ccc(-c2nc(CS(=O)(=O)CC(=O)NCc3ccccc3OC)c(C)o2)cc1	11.4%	11.0	784
C=CCC1NS(=O)(=O)OC(CCc2ccccc2)C1O (configuration not stated)	-6.8%	-0.2	780
Cc1ccccc1C(=O)Nc1cccc(C(=O)N/N=C/c2ccccn2)c1	23.7%	-0.9	793
CCNC(=O)CN1C(=O)NC2(CCOc3ccccc32)C1=O (configuration not stated)	-1.7%	14.1	782
Cc1cccc(N(O)C(=O)Nc2cccc(Cl)c2)c1	-26.7%	-0.8	852
COc1ccc(CCNC(=O)C(=O)c2cn(CC(=O)N3CCOCC3)c3ccccc23)cc1	-6.0%	-0.7	679
CCn1ccc(C(=O)Nc2sc3c(c2C(=O)OC)CCC3)n1	23.2%	-20.1	668
c1ccc(CCc2cn(C[C@H]3CC[C@@H]([C@@H]4CC[C@H](Cn5cc(CCc6ccccc6)nn5)O4)O3)nn2)cc1	-10.7%	-23.8	763
O=C(CN(Cc1ccccc1F)S(=O)(=O)c1ccc(Cl)cc1)NCC1CCCO1 (configuration not stated)	11.1%	-2.6	804
COc1cc(NS(=O)(=O)c2ccc(NC(=S)NC(=O)c3ccc(F)cc3)cc2)nc(OC)n1	-5.7%	-4.4	761
N/C(=N\OC(=O)Cc1ccc([N+](=O)[O-])cc1)c1ccc([N+](=O)[O-])cc1	15.8%	-0.8	804
O=C(Nc1cccnc1)c1ccc([N+](=O)[O-])o1	15.1%	-0.6	869
COCCNS(=O)(=O)c1ccc(OCC(=O)N2CCc3ccccc3C2)c(Cl)c1	3.9%	-11.1	834
Cn1c(=O)c(=O)n(C)c2cc(S(=O)(=O)CCC(=O)Nc3cccc(C(F)(F)F)c3)ccc21	18.1%	-7.9	675
CC(C)(C)N(NS(=O)(=O)c1ccc(F)cc1)c1ccccc1	-15.4%	-17.5	803
CC(C)(C)c1ccc(NC(=O)CCNC(=O)c2ccco2)cc1	7.0%	9.8	796
COc1ccc(N2CC(C(=O)Nc3nnc(SCC(=O)N4CCOCC4)s3)CC2=O)cc1 (configuration not stated)	-15.4%	4.7	715
O=C(Cn1cnnn1)NCCc1ccc(Cl)cc1Cl	1.6%	-12.6	816
CCOc1ccccc1NC(=O)NCc1ccccn1	2.6%	6.8	833
COc1cc(C(=O)Nc2c(C(=O)O)[nH]c3ccc(C)cc23)cc(OC)c1OC	5.7%	-2.9	879
CCCCCCCNC(=O)CN1C(=O)CSc2ccc(S(=O)(=O)N3CCOCC3)cc21	0.6%	0.8	763
Cc1cc(NC(=O)c2ccc(F)cc2)ccc1NC(=O)c1ccco1	-13.3%	-8.7	762
CN(c1ccccc1)S(=O)(=O)c1nnc(NC(=O)C2CCCCC2)s1	19.1%	10.5	820
CSc1ccc(/C=N/n2c(COc3ccccc3)n[nH]c2=S)cc1	3.9%	17.3	764

Profiles as entered above. Order of screens: HEK293 NOD2/NF-kB	Hep lipid drop	Hep lipid drop cells 6.5 µM
Listed for `CSc1ccc(/C=N/n2c(COc3ccccc3)n[nH]c2=S)cc1` = 3.9%	17.3	764
Listed for `CN(c1ccccc1)S(=O)(=O)c1nnc(NC(=O)C2CCCCC2)s1` = 19.1%	10.5	820
Listed for `CC(C)(C)N(NS(=O)(=O)c1ccc(F)cc1)c1ccccc1` = -15.4%	-17.5	803

(more compounds)
SMILES	HEK293 NOD2/NF-kB	Hep lipid drop	Hep lipid drop cells 6.5 µM
COc1ccc2oc(=O)c(C(=O)NCc3ccccc3)cc2c1	1.9%	3.1	812
O=C(CCS(=O)(=O)c1ccc(Br)cc1)NC1CCCCCC1	-10.6%	-8.4	774
Cc1cc(C)c(NC(=O)CSc2nc3ccncc3[nH]2)c(C)c1	19.6%	-3.7	694
COc1cc(C(=O)N/C(=C\c2cn(C)c3ccccc23)C(=O)NCCN2CCOCC2)cc(OC)c1OC	-7.0%	-76.8	713
Cc1c(Cl)ccc2c(C(=O)NCCCn3nccc3C)cc(-c3ccccn3)nc12	5.9%	6.4	768
CCOC(=O)c1cc2c(=O)c3cc(C)ccc3oc2nc1C	-92.3%	-17.7	829
O=C(CCN1C(=O)/C(=C/c2ccccc2)SC1=S)Nc1cccnc1	-6.0%	-15.1	822
CN(C(=O)c1ccc(N2CCCCC2)c([N+](=O)[O-])c1)C1(C)CCS(=O)(=O)C1 (configuration not stated)	2.3%	1.7	803
O=C(C1CC(=O)N(c2ccccc2)C1)N1CCN(c2ccc(F)cc2)CC1 (configuration not stated)	2.5%	-1.2	605
Cc1ccc(C(C)C)c(OCC(=O)Nc2sc3c(c2C#N)CC(C)(C)NC3(C)C)c1	-4.4%	-46.5	688

Structural class: the entries above with bromine.
SMILES	HEK293 NOD2/NF-kB	Hep lipid drop	Hep lipid drop cells 6.5 µM
O=C(N/N=C/c1coc2ccccc2c1=O)c1cc(Br)ccc1O	-18.8%	4.0	816
O=C(CCS(=O)(=O)c1ccc(Br)cc1)NC1CCCCCC1	-10.6%	-8.4	774

(cont.)
SMILES	HEK293 NOD2/NF-kB	Hep lipid drop	Hep lipid drop cells 6.5 µM
CCC1CCCCN1S(=O)(=O)c1ccc(NC(=O)c2cccnc2)cc1 (configuration not stated)	7.2%	-2.4	683
Cc1ccc(C(C(=O)NC(C)(C)C)N(CC2CCCO2)C(=O)CCC(=O)Nc2ccccn2)cc1 (configuration not stated)	15.1%	39.6	802
CC1CCCN(CCCNS(=O)(=O)c2cc(Br)cc3c2N(C(=O)C2CC2)CC3)C1 (configuration not stated)	-25.2%	-6.2	682
COc1ccc(S(=O)(=O)N(CC(=O)N/N=C/c2ccc(C(=O)O)cc2)Cc2ccccc2)cc1OC	-15.5%	-2.6	726
CCOC(=O)C1CCCN(S(=O)(=O)c2cc(Br)cc3c2N(C(=O)CC)CC3)C1 (configuration not stated)	14.1%	19.4	750
O=C(CSc1ccc(-c2ccccn2)nn1)Nc1ccccc1	1.9%	8.9	796
CC(C)CC(=O)Nc1ccc(C(=O)COC(=O)C2CCC2)cc1	-0.3%	5.7	708
COc1ccc(CNC(=O)COc2ccc(Br)c(C)c2)cc1	30.7%	2.7	408
CCN(CC)c1ccc(NC(=O)c2cc3c(OC)cccc3[nH]2)cc1	-22.7%	-4.0	815
COc1ccc(CCNC(=O)c2cc(C)oc2C)cc1OC	-13.2%	-3.9	818

Entries above containing an aryl thioether with sulfur outside any ring (five):
SMILES	HEK293 NOD2/NF-kB	Hep lipid drop	Hep lipid drop cells 6.5 µM
Cc1cc(SCc2ccc(Cl)c(Cl)c2)nc(=O)[nH]1	-3.1%	15.1	687
COc1ccc(N2CC(C(=O)Nc3nnc(SCC(=O)N4CCOCC4)s3)CC2=O)cc1 (configuration not stated)	-15.4%	4.7	715
CSc1ccc(/C=N/n2c(COc3ccccc3)n[nH]c2=S)cc1	3.9%	17.3	764
Cc1cc(C)c(NC(=O)CSc2nc3ccncc3[nH]2)c(C)c1	19.6%	-3.7	694
O=C(CSc1ccc(-c2ccccn2)nn1)Nc1ccccc1	1.9%	8.9	796

(more compounds)
SMILES	HEK293 NOD2/NF-kB	Hep lipid drop	Hep lipid drop cells 6.5 µM
CCn1c(=O)cc(N2CCN(Cc3ccccc3)CC2)[nH]c1=O	14.8%	-2.8	712
Cc1ccc(COC(=O)c2ccc3ccccc3n2)cc1	1.6%	22.2	767
COc1ccc(/C(C)=N/NC(=O)c2cc(C)[nH]n2)c(OC)c1	13.8%	-0.8	744
O=C(CSc1nc2ccsc2c(=O)n1CC1CCC(C(=O)O)CC1)NCCc1ccc(Cl)cc1 (configuration not stated)	4.3%	-24.1	701
CC(=O)c1ccc(NC(=O)c2ccc3nc(C)sc3c2)cc1	-8.5%	7.3	847
COc1ccc(-c2cc(C(=O)NC3CC3)c3ccccc3n2)cc1	9.5%	-16.6	716
CCc1sc(C(=O)NCCCn2ccnc2)cc1Br	5.6%	-12.3	803
COc1cc(CN2CC(=O)N(c3ccc(C)c(Cl)c3)C2=S)cc(OC)c1OC	9.1%	-0.7	713
O=C(N/N=C/c1cccc(Cl)c1)C1CCCC1	-24.0%	2.1	684
Cc1ccccc1N=Nc1c(N)n[nH]c1N	-24.7%	1.1	760
CC1(C)Cc2c(cnn2-c2ccc(F)cc2)C(NC(=O)c2ccoc2)C1 (configuration not stated)	-0.2%	-12.9	704
CC(C)c1ccc(N=Cc2c(O)c3ccccc3oc2=O)cc1	10.0%	6.6	870
Cc1cc(C)n(CCNC(=O)c2ccco2)n1	4.1%	-14.8	758
O=C(c1cc(-c2ccccc2)nc2ccccc12)N1CCCC1	12.9%	-14.6	735
COc1cccc(N2CCN(S(=O)(=O)c3ccc4c(c3)CC(C)N4C(=O)C3CC3)CC2)c1 (configuration not stated)	-35.1%	-2.3	731
COc1cc(/C=C2\C(=N)N3N=C(CC(=O)N4CCOCC4)SC3=NC2=O)cc(OC)c1OC	5.6%	14.8	756
COc1cccc(CNC(=O)CSc2nnc3c(n2)[nH]c2ccc(F)cc23)c1	15.8%	-0.8	791
Nc1ccc(-c2nnc(-c3ccccc3)o2)cc1	-66.8%	6.2	854
COc1ccccc1N1CCN(C(=O)c2cc3c(s2)CCCCC3)CC1	24.0%	-4.5	691
Cc1sc(N)nc1-c1ccc(Oc2ccccc2)cc1	-45.0%	16.0	819
CC(C)(C)OC(=O)NC(Cc1ccccc1)C(=O)N1CCC(C(=O)NCC(=O)Nc2ccc(F)cc2)CC1 (configuration not stated)	3.0%	1.6	731
COc1ccc(/C(C)=N/NC(=O)CNC(=O)/C=C/c2ccccc2OC)cc1	17.1%	-12.8	809
COc1ccc(OCc2cc(C(=O)NCC3CCOCC3)no2)c(Cl)c1	-24.3%	-1.3	753
Cc1cccc(NC(=O)CSc2nnc(CNC(=O)c3ccco3)n2C)c1	11.3%	-2.1	823
CCc1nc2ccccc2c(C(=O)Nc2ccc(F)cc2)c1C	-2.1%	0.7	799
COc1cccc(CN(C)C(=O)CNC(=O)c2ccc3c(c2)OCO3)c1OC	4.8%	-2.9	796
Cc1ccc(-c2ccnc3[nH]n(-c4ccccc4)c(=O)c23)cc1	-26.0%	12.4	846
CCC(C)NC(=O)CCc1c(C)nc2c(c(C)nn2-c2ccccc2)c1C (configuration not stated)	19.7%	-9.1	823
CC(C)C[C@H](NC(=O)OC(C)(C)C)C(=O)N[C@@H](CO)[C@H](O)[C@@H]1C[C@@H]1C(=O)N1CCCC1	3.0%	8.0	807
COc1ccc(CCNC2CCc3ccccc3C2)cc1 (configuration not stated)	5.4%	?	.
CC(=O)c1ccc(S(=O)(=O)N2CCN(C(=O)C3CCCC3)CC2)cc1	10.1%	-13.7	730

Bioassay records as filed in PubChem.
